15-hLO-2 inh: blocks human 15-lipoxygenase 2 activity; O15296; purified 15hLO-2, xylenol orange hydroperoxide absorbance; Potency, µM (series often up to 57.1 µM), for the others: top-dose activity change, negative = inhibition, hits mostly inhibitors; hit rate 0.56% among 110,000; AID 881; further: potency means the concentration at half of the fitted maximal effect; nearly all actives have a fitted effect of over 60% in size; many of its hits are not listed in these tables
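Enzyme 50 nM, AA 45 uM, 25 mM Hepes pH 7.5 + 0.01% Triton X-100; cpd preinc 15 min RT, rxn 90 min RT; stop/detect with 200 uM XO + 300 uM Fe(II) in 50 mM H2SO4, 30 min; A573/A405.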
IMPase cell inh: IMPase inhibition in cells | P97697 | CHO-M1 cells, IP1 accumulation, HTRF TR-FRET ratio | inhibition (IP1 accumulation), % at 46.1 µM | 120,000 tested, under 10 active; active means well fitted curve in the direction sought with a large enough effect in the signal ratio, not every such curve was filed as active; inconclusive means small, poorly fitted or top-dose-only effect, or a change in a side signal; inactive means no such curve, though single readings can be large or run the other way; the % refers to the signal ratio;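 further: cells stimulated with carbachol in lithium chloride buffer; plate controls were DMSO basal wells for no effect and reference inhibitor wells for full effect; higher means more IMPase inhibition seen as more IP1 and lower FRET ratio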
Target sequence (P97697 whole entry, looked up): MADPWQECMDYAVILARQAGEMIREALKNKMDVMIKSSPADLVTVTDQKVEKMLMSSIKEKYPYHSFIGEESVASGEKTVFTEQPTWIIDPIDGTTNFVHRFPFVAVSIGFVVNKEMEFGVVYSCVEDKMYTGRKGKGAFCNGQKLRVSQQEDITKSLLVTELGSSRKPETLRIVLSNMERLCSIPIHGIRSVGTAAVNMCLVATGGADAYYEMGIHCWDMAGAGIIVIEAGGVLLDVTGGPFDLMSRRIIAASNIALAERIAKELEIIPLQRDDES
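Carbachol-driven Gq signalling in CHO-M1 cells (2000/well) generates IP1. Compounds that block IMPase raise IP1 and so reduce the FRET signal from Eu-anti-IP1 and d2-IP1 after a 10 min room-temperature lysis.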
PNC assembly inh: inhibitors of perinucleolar compartment assembly. PC3M PTB-GFP, PNC prevalence imaging, 16 h; hits give low values. activity change (PNC), negative = inhibition, % at 10 µM. hit rate 3.1% among 140,000. AID 2417;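 active means readout at or below -70, meaning at least 70% loss of cells showing the perinucleolar compartment, a nuclear body marking cancer cells; inconclusive means readout between -30 and a set limit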;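 further: plate controls were DMSO wells for no effect and camptothecin positive control wells for full effect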
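Compounds are pinned in duplicate onto adhered PC3M cells stably expressing GFP-tagged PTB and incubated 16 h at 37 C. Cells are then fixed, nuclei stained with Hoechst, and PNC-positive cells counted.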
12-hLO inh: blocks human 12-lipoxygenase activity; P18054; purified 12-hLO, xylenol orange hydroperoxide absorbance; Potency, µM (doses to about 57.1 µM), for inactives: at the top dose activity change, negative = inhibition, most hits filed as inhibitors; hit rate 0.12% among 150,000; AID 1452; further: potency means the concentration at half of the fitted maximal effect; nearly all actives have a fitted effect of over 55% in size; many of its hits are not listed in these tables
Target sequence (P18054 whole entry, looked up): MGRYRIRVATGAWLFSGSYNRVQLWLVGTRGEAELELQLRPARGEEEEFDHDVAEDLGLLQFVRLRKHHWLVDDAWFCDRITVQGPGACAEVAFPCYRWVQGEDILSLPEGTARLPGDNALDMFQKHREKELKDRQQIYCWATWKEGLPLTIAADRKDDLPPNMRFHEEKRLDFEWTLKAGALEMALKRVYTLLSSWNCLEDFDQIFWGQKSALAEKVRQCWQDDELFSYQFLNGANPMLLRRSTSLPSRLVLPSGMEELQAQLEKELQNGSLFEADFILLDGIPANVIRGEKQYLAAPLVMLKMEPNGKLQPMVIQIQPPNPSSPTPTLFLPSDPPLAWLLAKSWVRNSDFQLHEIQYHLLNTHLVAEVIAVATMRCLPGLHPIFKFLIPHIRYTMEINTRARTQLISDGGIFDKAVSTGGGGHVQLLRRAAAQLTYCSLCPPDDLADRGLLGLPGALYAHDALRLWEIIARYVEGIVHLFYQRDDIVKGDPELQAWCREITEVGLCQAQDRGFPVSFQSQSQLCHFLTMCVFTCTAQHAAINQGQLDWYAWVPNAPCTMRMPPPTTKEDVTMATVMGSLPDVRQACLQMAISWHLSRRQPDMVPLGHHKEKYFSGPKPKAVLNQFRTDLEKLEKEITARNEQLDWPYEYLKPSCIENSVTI
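Purified human 12hLO (150 nM), preincubated 15 min with compound, then 40 uM arachidonic acid for 30 min, room temperature, Hepes pH 7.0 with 0.01% Triton X-100. Hydroperoxide detected by ferrous iron/xylenol orange; 573/405 nm absorbance ratio gives reaction progress.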
* marks the source's active call; other numbers are inactive results; ? = inconclusive; · = no result given; & = joins results of further samples; [ ] = dose if it differs, or a comment. Unless noted, the call rests on the fitted dose curve; in most records, active means well fitted curve in the direction sought with a large enough effect; inconclusive means small, poorly fitted or top-dose-only effect, or another doubt; inactive means no such curve, though single readings can be large; an effect the other way counts as inactive or inconclusive. Unless noted, on the % scale 0 is the no-effect control and ±100 the full control effect. The list is partial; count on the stated rates, not on these rows.

SMILES	15-hLO-2 inh	IMPase cell inh	PNC assembly inh	12-hLO inh
Cc1ccccc1C(O)c1cccnc1 (stereo not given)	·	·	?	0%
FC(F)Oc1ccc(/C=N/NC(=S)Nc2cc(C(F)(F)F)ccc2Cl)cc1	·	·	?	0%
O=C(NC1CC2CCCC(C1)N2S(=O)(=O)c1ccccc1)c1ccccc1 (stereo not given)	-2%	-22	2	1%
Cc1cccc(-n2nc(C(=O)Nc3ccccc3)n3c(=O)cc(-c4ccccc4)nc23)c1	-14%	-2	1	5%
COc1cccc2c1C(=O)c1c(O)c3c(c(O)c1C2=O)C[C@@](O)(C(=O)CO)C[C@@H]3O[C@H]1C[C@H](N)[C@H](O)[C@H](C)O1	21%	·	-115*	-3%&6%
O=C(CSc1nnc(-c2ccncc2)o1)NCc1ccccc1	·	·	-11	-2%
N#Cc1c2c(c(-c3ccccc3)[nH]c1=O)CCCC2	3%	1	4	2%
CCOC(=O)c1ccc2c(c1)nc(-c1ccc(F)cc1)c1nccn12	·	·	-3	-2%
COc1ccccc1CN1CC[C@@]2(CCCN(C(=O)c3ccco3)C2)C1	10%	·	·	6%
Cc1onc(-c2ccccc2)c1C(=O)Nc1ccc2c(c1)OCCO2	0%	3	?	2%
COc1cc(OC)cc(C(=O)N/N=C/c2ccc(OC)c(COc3ccc4ccccc4c3)c2)c1	-10%	4	?	-5%
O=C1NC(=O)C2(COC3(CCCC3)OC2)S1	-3%	-6	9	-2%
COc1ccc(Nc2nc(-c3cccc([N+](=O)[O-])c3)nc3ccccc23)c(OC)c1	·	-4	-17	0%
CCCC(=O)Nc1ccc(N2CCCCC2)cc1	-4%	-2	-22	-2%
O=C(CSc1n[nH]c(=O)[nH]c1=O)N/N=C/c1ccccc1	·	·	-25	-2%
CCn1c(SCC(=O)c2ccc(Cl)s2)nnc1-c1cccs1	-22%	-6	-20	-19%
O=C(Nc1cccn(Cc2c(Cl)cccc2Cl)c1=O)c1c(Cl)cccc1Cl	-22%	15	108	-4%
COc1ccc(CN(C(=O)c2ccccc2OC)C2CCS(=O)(=O)C2)cc1 (stereo not given)	-3%	-3	-22	-6%
CC(C)NS(=O)(=O)c1ccc(CCC(=O)NCc2ccc3c(c2)OCO3)cc1	·	-8	-9	3%
O=C(NCCNc1ccc([N+](=O)[O-])cc1C(F)(F)F)c1cccc(F)c1	·	4	?	-9%
Cc1nnc(SCC(=O)N2CC(=O)Nc3ccccc32)n1Cc1ccccc1	-2%	0	4	1%
Cc1ccc(S(=O)(=O)NCc2ccc3c(c2)cc(C)n3C)cc1	-10%	-8	?	-12%
COc1ccc(S(=O)(=O)N2CCOC2CNC(=O)C(=O)NCCc2ccc(OC)c(OC)c2)cc1 (stereo not given)	·	·	14	-2%
O=c1oc2ccccc2cc1C1=Nn2c(nnc2-c2cccnc2)SC1	-6%	2	16	-5%

Some of these compounds in order of the PNC assembly inh value, descending:
SMILES	15-hLO-2 inh	IMPase cell inh	PNC assembly inh	12-hLO inh
O=c1oc2ccccc2cc1C1=Nn2c(nnc2-c2cccnc2)SC1	-6%	2	16	-5%
COc1ccc(S(=O)(=O)N2CCOC2CNC(=O)C(=O)NCCc2ccc(OC)c(OC)c2)cc1 (stereo not given)	·	·	14	-2%
CCn1c(SCC(=O)c2ccc(Cl)s2)nnc1-c1cccs1	-22%	-6	-20	-19%

The listing continues.
SMILES	15-hLO-2 inh	IMPase cell inh	PNC assembly inh	12-hLO inh
COc1ccc(NC(=O)c2oc3ccccc3c2NC(=O)c2ccco2)cc1	4%	7	16	-5%
O=S(=O)(c1ccc(Cl)c(NC(=S)Nc2ccccc2N2CCOCC2)c1)N1CCOCC1	·	·	?	-3%
O=C(N/N=C/c1cccc(O)c1)c1ccc(COc2ccc3c(c2)CCC3)o1	22%	6	8	1%
N#Cc1cc2c(=O)n3ccccc3nc2n(CCCN2CCOCC2)c1=O	-11%	-4	-1	-12%
CC1=NN=C(c2ccccc2)C(c2c[nH]c3ccccc23)N1O (stereo not given)	·	·	-114*	-4%
CCOc1cc(C(=O)Nc2cnccn2)cc(OCC)c1OCC	11%	-5	?	0%
COC(=O)C1CCN(C(=O)CN2C(=O)NC(CCc3ccccc3)C2=O)CC1 (stereo not given)	-2%	6	10	-1%
Cc1ccc(NC(=O)NC(=O)N(c2ccccc2)S(C)(=O)=O)cc1	3%	1	?	-5%
COc1ccc(-c2nn(-c3ccccc3)cc2/C=N/NC(=O)c2ccc3c(c2)OCO3)cc1	6%	0	-24	-4%
COC(=O)CC1=C(C(=O)OC)C(c2cc(OC)c(OC)cc2OC)C(C#N)=C(N)O1 (stereo not given)	-10%	1	?	-2%
CCOC(=O)c1c(C)n(C)c2ccc(OCC(O)Cn3nc(C)cc3C)cc12 (stereo not given)	-4%	-1	32	-5%
C/C(=N/NS(=O)(=O)c1ccc(C)cc1)c1cccc(NC(=O)c2cccc(Cl)c2)c1	10%	5	50	-18%
COc1ccccc1OCC(=O)Nn1c(=S)[nH]c2ncccc2c1=O	·	-4	6	-1%
O=C(COC(=O)C12CC3CC(CC(O)(C3)C1)C2)N1CCN(S(=O)(=O)c2ccc(Cl)cc2)CC1	·	·	24	-5%
c1ccc(-c2ccc(N3CC4(CCNCC4)C3)cc2)cc1	39%[activator]	·	·	-3%
CCn1c(SCc2nc3ccccc3nc2C)nnc1-c1cccs1	-6%	2	5	-2%
CCN1CCN(c2nc(-c3cccs3)nc3ccccc23)CC1	·	?	?	-2%
CSc1nc(Cl)c(Cc2ccc(OC(C)C)cc2)c(N2CCOCC2)n1	-3%	-9	11	-1%
CNC(=S)Nc1ccc(C23CC4CC(CC(C4)C2)C3)cc1	·	-6	-14	-3%
Cc1ccc(C(=O)/C=C/c2ccco2)c(O)c1	·	·	37	?
CCCc1[nH]nc2c1C(c1ccc(OC(=O)N3CCOCC3)c(OC)c1)C(C#N)=C(N)O2 (stereo not given)	-3%	-2	25	3%
CCc1cc2c3c(c1)C(C)CC(C)(C)N3C(=O)C2=O (stereo not given)	·	·	59	0%
O=C(Nc1ccc(Cl)cc1)c1ccc2c(c1)OCO2	0%	-2	16	-1%
O=C(NCCCN1CCC(Cc2ccccc2)CC1)C1CC(=O)N(C2CCCC2)C1 (stereo not given)	-2%	5	?	-2%
CC(C)CN(CC(C)C)CC(O)COc1ccccc1Br (stereo not given)	·	·	?	-2%
Cc1ccc(OCC(=O)NC(=S)Nc2ccc(Br)c(C)n2)cc1	-11%	?	-9	-4%
CCC(=O)Nc1nnc(CCc2ccccc2)s1	·	-9	46	6%
O=C(O)c1[nH]c(=O)[nH]c(=O)c1CN1CCCCC1	2%[11.4 µM]	·	·	-3%[11.4 µM]
CC(C)(C)SCCNS(=O)(=O)c1ccccc1	-3%	-4	2	-3%
COc1ccc2nc(NCc3ccccc3)[nH]c2c1	38%[activator]	6	?	5%
COc1ccc(CC(NC(C)=O)C(=O)NC2CCN(C(=O)NCc3ccccc3)CC2)cc1 (stereo not given)	1%	-1	41	-3%
CCOC(=O)/C(C#N)=C\N(C)C	·	4	-21	1%
OCCOCCNc1ncnc2c1cnn2-c1ccccc1	?	-4	-27	-9%
O=C(CSc1nnc(CNc2ccc(F)cc2)o1)N1c2ccccc2Sc2ccccc21	?	2	65	-7%
O=c1[nH]cc(F)c(=O)[nH]1	16%[0.0915 µM]	-3	-115*	0%
CC1(C)Cc2c(sc3nc(SCC(=O)NCc4ccccc4)n(-c4ccccc4)c(=O)c23)CS1	0%	5	2	3%
CCCn1c(=O)c2ccccc2n2c(SCc3c(C(=O)OCC)oc4ccccc34)nnc12	-7%	8	?	-5%
C=CCN1C(=O)C(CC(=O)Nc2ccccc2)SC1=Nc1c(C)n(C)n(-c2ccccc2)c1=O (stereo not given)	-2%	2	56	1%
O=C1C2C3C=CC(C3)C2C(=O)N1Cc1cccnc1 (stereo not given)	-6%	-7	13	0%
CC1=C/C(=N\OS(=O)(=O)c2ccccc2)C=CC1=O	·	6	11	?
Cc1nn2c3c(cnc2c1-c1ccccc1)C(=O)CC(c1ccccc1)C3 (stereo not given)	·	-2	61	-1%
O=C(CC1(O)C(=O)c2ccccc2C1=O)c1ccccc1	·	·	-21	-4%
Cn1c(=O)c2c(nc(CN3CCOCC3)n2CCCc2ccccc2)n(C)c1=O	·	-7	-2	1%
COc1cc2[nH]c(=O)n(C3CCCCC3)c(=O)c2cc1OC	-4%	4	25	-5%
CC(=O)Oc1ccccc1C1OCCN1C(C)=O (stereo not given)	5%	-20	?	4%
Cc1ccc(SCc2nc(N)nc(Nc3ccccc3C)n2)c(C)c1	·	·	-20	-14%
COc1ccc(/C=N/Nc2ncc(C(F)(F)F)cc2Cl)c(OC)c1OC	·	·	-10	-1%
CC(=O)c1cccc(-n2c(CCC(=O)O)ccc2-c2cccs2)c1	-15%	10	52	-16%
CCOC(=O)C(C(=O)Nc1ccccc1)C1CCCCC1 (stereo not given)	16%	7	12	-2%
CCCNC(=O)CSc1nnc(C)s1	4%	1	21	-1%
[2H]c1c([2H])c([2H])c(C(=O)c2sc(N3CCCCCC3)nc2-c2ccccc2)c([2H])c1[2H]	3%	7	14	-4%
O=C(NC1CC1)c1ccc(-c2nc3ccccc3s2)s1	?	0	?	6%
COC(=O)c1ccc(CNC(=O)/C=C/c2cc([N+](=O)[O-])ccc2OC(F)F)cc1	0%	6	?	-6%
CSc1ccc(-c2c(C#N)c(N)nc3c2c(C)nn3-c2ccccc2)cc1	-5%	7	40	-9%
COC(=O)CCC(=O)Nc1ccc(OC)cc1	3%	-3	-8	9%
COc1cc2c(cc1Cl)/C(=C\CCN(C)C)c1ccccc1S2	·	·	?	17%
COc1cccc(OC)c1C(=O)Nc1nnc(C(C)C)s1	-2%	-1	?	1%
COC(=O)c1cccc(S(=O)(=O)N2CCCCC2)c1	-12%	5	17	4%
O=C(CCCn1c(=S)[nH]c2cc3c(cc2c1=O)OCO3)N1CCN(c2ccccn2)CC1	-5%	-2	10	6%
Cc1cccc(C)c1NC(=S)N1CCC(N(C)CC2CCCO2)CC1 (stereo not given)	0%	5	?	2%

4 entries from above, as labelled records:
> CSc1ccc(-c2c(C#N)c(N)nc3c2c(C)nn3-c2ccccc2)cc1
  15-hLO-2 inh = -5%; IMPase cell inh = 7; PNC assembly inh = 40; 12-hLO inh = -9%

> COC(=O)CCC(=O)Nc1ccc(OC)cc1
  15-hLO-2 inh = 3%; IMPase cell inh = -3; PNC assembly inh = -8; 12-hLO inh = 9%

> COc1cc2c(cc1Cl)/C(=C\CCN(C)C)c1ccccc1S2
  15-hLO-2 inh = ·; IMPase cell inh = ·; PNC assembly inh = ?; 12-hLO inh = 17%

> COc1cccc(OC)c1C(=O)Nc1nnc(C(C)C)s1
  15-hLO-2 inh = -2%; IMPase cell inh = -1; PNC assembly inh = ?; 12-hLO inh = 1%

(continued)
SMILES	15-hLO-2 inh	IMPase cell inh	PNC assembly inh	12-hLO inh
Cc1cc(O)c(NC(=S)NC(=O)c2ccc(-c3ccc(Cl)cc3)o2)cc1C	13µM*	9	10	?
CCOc1ccc(C(c2c(NC(=O)c3ccccc3)sc(C)c2C)N2CCN(C)CC2)cc1 (stereo not given)	·	-3	-81*	-11%
Cc1ccccc1NC(=O)c1cccc2nccnc12	-5%	4	-9	-4%
CC(C)CCNC(=O)C(Cc1ccccc1)NS(=O)(=O)c1ccc2c(c1)c(=O)n(C)c(=O)n2C (stereo not given)	3%	3	16	-1%
COc1ccccc1NC(=O)NC1(C(=O)N2CCC(O)CC2)CCCCC1	-1%	?	25	3%
CCN1CCS/C1=C/C=C/C1=[N+](CC)CCS1	·	·	-21	-3%
COc1ccc2cc(C(c3nnnn3CCc3ccccc3)N3CCCC(C)C3)c(=O)[nH]c2c1 (stereo not given)	-1%	0	11	-18%
Cc1ccc2nc(-c3ccc(N4C(=NC(=O)CCC(=O)O)SC5CS(=O)(=O)CC54)cc3)sc2c1 (stereo not given)	·	-2	30	5%
O=C(Cc1cccs1)Nc1cccc(-c2nc3ccccc3o2)c1	-6%	9	21	10%

Bioassay records deposited in PubChem by National Center for Advancing Translational Sciences (NCATS).
